M1 ag parental – nonselective activator or artifact in parental CHO-K1 cells | Fluo-8 calcium fluorescence; scaled to maximal ATP response, vehicle zero | activation, % at 3 µM | 0.48% of 360,000 active; in the data active means activation above about 15%;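 further: untransfected CHO-K1 host cells lacking M1 receptor as counterscreen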
M1 antag – blocks human M1 muscarinic receptor; inhibition, % at 3 µM; P11229; CHO-K1 hM1, Fluo-8 calcium fluorescence, ACh EC80 antagonist; 1.3% of 360,000 active; AID 588852;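 active means percent inhibition above its own plate's cutoff, namely the mean of that plate's compound wells plus 3 SD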;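 further: peak over basal fluorescence ratio during 140 s after agonist addition; 0% = ACh EC80 plus DMSO and 100% = DMSO alone without agonist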
Target sequence (P11229 whole entry, looked up): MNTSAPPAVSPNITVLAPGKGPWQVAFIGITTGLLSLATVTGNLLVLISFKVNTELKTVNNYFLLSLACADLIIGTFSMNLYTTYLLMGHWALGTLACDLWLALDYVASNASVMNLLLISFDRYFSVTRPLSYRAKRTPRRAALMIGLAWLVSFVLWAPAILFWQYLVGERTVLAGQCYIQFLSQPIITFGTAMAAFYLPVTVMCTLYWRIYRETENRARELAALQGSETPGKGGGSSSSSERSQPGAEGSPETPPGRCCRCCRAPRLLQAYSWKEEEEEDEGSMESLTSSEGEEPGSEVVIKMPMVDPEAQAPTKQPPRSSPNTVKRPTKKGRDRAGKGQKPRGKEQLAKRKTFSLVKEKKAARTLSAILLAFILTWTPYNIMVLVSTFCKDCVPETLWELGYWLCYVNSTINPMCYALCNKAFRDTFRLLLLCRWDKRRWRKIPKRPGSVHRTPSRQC
OXTR potentiator – human OXTR potentiation; AID 2445; CHO-OTR cells, Fluo-8 calcium fluorescence, potentiator mode; 0% = oxytocin EC15, 100% = EC100; activation, % at 3 µM; P30559; 0.061% of 320,000 active;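 active means activation above that plate's cutoff, the mean activation of tested compounds plus 3 SD, cut at about 6.6% in these data, passing the limit was not always enough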;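 further: 100% uses oxytocin at 75 nM as the full agonist control; some results filed as inactive read as strong as hits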
Target sequence (P30559 whole entry, looked up): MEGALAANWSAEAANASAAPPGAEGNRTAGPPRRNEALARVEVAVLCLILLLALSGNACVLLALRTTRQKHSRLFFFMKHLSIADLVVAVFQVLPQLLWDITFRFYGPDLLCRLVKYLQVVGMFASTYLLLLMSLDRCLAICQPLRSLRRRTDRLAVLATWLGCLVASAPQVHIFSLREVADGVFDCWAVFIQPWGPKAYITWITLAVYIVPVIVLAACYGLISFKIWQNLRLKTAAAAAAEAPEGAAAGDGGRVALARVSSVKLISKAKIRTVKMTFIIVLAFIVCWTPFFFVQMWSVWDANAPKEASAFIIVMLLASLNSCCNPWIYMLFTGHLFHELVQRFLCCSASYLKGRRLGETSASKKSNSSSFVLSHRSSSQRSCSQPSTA
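Measured by – Fluo-8 calcium dye fluorescence · Test system – human OTR in CHO cells · Dosing – one concentration, 3.0 µM compound · Controls – EC15 oxytocin alone as 0%, 75 nM oxytocin as 100% · Evaluation – normalized max/min fluorescence ratio, % activation · Timing – 6 min pre-incubation, 100 s read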
CHRM4 agonist – CHRM4 agonism in calcium assay | CHO-K1 hM4/Gqi5, Fluo-8 calcium fluorescence; vehicle 0%, full acetylcholine response 100% | 0.14% of 360,000 active | activation, % at 3 µM;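 active means activation above the run mean over all test wells plus 3 SD, cut at about 32% in these data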;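 further: peak over basal fluorescence ratio per well then scaled between controls; 0% = DMSO wells and 100% = acetylcholine at EC100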
CHRM1 agonist – activates human CHRM1 receptor | 0.33% of 360,000 active | CHO-K1 hM1, Fluo-8 calcium fluorescence, agonist mode; 0% DMSO, 100% acetylcholine EC100 | activation, % at 3 µM | P11229;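 active means activation above the run's mean compound activation plus 3 SD, cut at about 16% in these data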;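 further: peak over basal fluorescence ratio within a 140 s kinetic read after compound addition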
CHO parental Ca – counter-screen: ATP calcium response change in parental CHO cells; parental CHO-K1, ATP-induced calcium, Fluo-8 fluorescence; 0.63% of 330,000 active; inhibition, % at 5.6 µM; AID 463079;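 active means inhibition above that plate's mean sample inhibition plus 3 SD, cut at about 26% in these data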;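 further: 0% = ATP-challenged DMSO wells and 100% = DMSO wells without ATP; some compounds past the cut are filed as inactive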
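Test system: untransfected parental CHO cell line; also added: ATP stimulus; dosing: 5.6 µM, single dose; signal: calcium-sensitive Fluo-8 fluorescence; measure: percent inhibition of ATP-evoked calcium rise, normalized to controls; benchmarks: low control ATP plus DMSO, high control DMSO only; replication: one well per compound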
M4 antag – CHRM4 antagonism in calcium assay. CHO-hM4 cells, ACh EC80, Fluo-8 calcium fluorescence. 0.73% of 360,000 active. inhibition, % at 3 µM. P08173. AID 624125;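 active means inhibition above its plate's cutoff, the mean inhibition of sample wells plus 3 SD, cut at about 27% in these data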;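 further: 0% = acetylcholine EC80 with DMSO and 100% = DMSO without agonist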
CHRM1 PAM – potentiates human M1 receptor response to acetylcholine; 0.088% of 360,000 active; CHO-K1 hM1, Fluo-8 calcium fluorescence, ACh EC20; 0% = ACh EC20, 100% = maximal ACh; P11229; AID 588819; activation, % at 3 µM; in the data active means activation above about 19%, passing the limit was not always enough
CHO-K1 Ca antag – nonselective inhibitor or artifact in parental CHO-K1 cells | AID 602250 | ATP-induced calcium, Fluo-8 fluorescence | 0.6% of 360,000 active | inhibition, % at 3 µM;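 active means inhibition above a per-plate cutoff, the plate's mean sample inhibition plus 3 SD, cut at about 24% in these data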;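 further: 0% = DMSO plus EC80 ATP and 100% = DMSO alone without ATP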
* = called active by the depositor; · = not tested or not shown.

SMILES | M1 ag parental | M1 antag | OXTR potentiator | CHRM4 agonist | CHRM1 agonist | CHO parental Ca | M4 antag | CHRM1 PAM | CHO-K1 Ca antag
CCn1c(O)c(N=NC(=O)Cn2ccc(C(F)(F)F)n2)c2ccccc21 | 0.7 | 4 | -1 | 2 | -3 | -13 | -2 | 2 | 0
CCC1(C)Cc2[nH]c(=O)c(C#N)cc2CO1 (stereo not given) | -0.6 | -13 | 8 | 1 | -1 | -9 | -8 | 15 | 6
Cc1ccc(-n2c(Cl)c(Cl)nc(Cl)c2=O)cc1 | 1.4 | 0 | -6 | -3 | -6 | 23 | 37* | 9 | -1
CCOc1ccc(N(C(=O)c2snc(C(N)=O)c2N)C(C)C(=O)NC2CCCCC2)cc1 (stereo not given) | -1.4 | -15 | -5 | -1 | 6 | -27 | -11 | 8 | -3
Cc1cc(OCc2ccc(C(=O)NN=C3CCCC3)cc2)ccc1Cl | 1.4 | 3 | -12 | 5 | 4 | -14 | 0 | 7 | -1
COc1ccccc1N(CC(=O)NC1CCCCC1)S(C)(=O)=O | 0.7 | -9 | -1 | 0 | -3 | -13 | -3 | 9 | -14
Cc1ccn2c(C(C)O)nnc2c1 (stereo not given) | 0.3 | -18 | · | 0 | -1 | · | -9 | 6 | -11
COc1ccc(/C(C)=N/NC(=O)c2ccncc2)cc1 | 0.5 | -5 | 2 | 1 | -3 | 1 | -8 | 0 | -2
CCc1nnc2cccc(Cl)n12 | 0.7 | -9 | -10 | 1 | -2 | 0 | -8 | 9 | -14
Cn1cc(C(=O)Nc2cccc(F)c2)cn1 | 0.4 | -5 | -11 | 1 | -3 | -7 | -16 | 1 | -9
CCn1c(=O)c2cc(C(=O)N(C)c3cc(C)ccc3OC)sc2c2ccccc21 | 0.0 | -13 | -9 | 1 | 0 | -15 | 13 | 17 | 4
COCCn1c(SCc2ccccc2F)nc2ccccc2c1=O | 1.0 | -7 | 4 | -1 | -13 | -24 | -3 | 6 | -18
O=C(CCNC(=O)c1ccccc1Cl)Nc1cc(S(=O)(=O)N2CCOCC2)ccc1N1CCCC1 | 0.4 | -6 | -14 | 0 | -3 | -8 | 0 | 6 | -13
CC(C)(C)c1ccc(C(CC(=O)O)NC(=O)Cc2ccc(Cl)cc2)cc1 (stereo not given) | 0.3 | -17 | 0 | 0 | -7 | -3 | -3 | 11 | 0
O=C(O)C1=C[C@@H](O)[C@@H](O)[C@H](O)C1 | 0.1 | -30 | · | 0 | -3 | · | -6 | 3 | -8
Nc1nc(N)c(N=Nc2ccc(C(=O)O)cc2)c(N)n1 | 0.4 | 10 | -2 | 1 | -4 | 1 | -20 | -5 | -6
CCC(=O)NC(c1ccc([N+](=O)[O-])cc1)c1c(O)ccc2ccccc12 (stereo not given) | 8.1 | 10 | -8 | 7 | -4 | -8 | 9 | -11 | -4
COc1ccc(CNC(=O)c2c(C)oc3c2C(=O)c2ccccc2C3=O)cc1 | 1.3 | 9 | -1 | 3 | 0 | 8 | 0 | -1 | 11
O=C(CCl)N1CCN2C(=O)c3ccccc3C12c1ccc(Cl)cc1 (stereo not given) | 0.9 | -1 | -8 | 0 | -2 | 1 | 13 | 4 | 0
CC(C)(C)OC(=O)N/N=C\C=C\c1ccc2c(c1)OCO2 | 2.6 | -6 | -14 | 9 | -4 | -4 | -12 | -5 | 12

Among those listed so far, these contain a tert-butyl group.
SMILES | M1 ag parental | M1 antag | OXTR potentiator | CHRM4 agonist | CHRM1 agonist | CHO parental Ca | M4 antag | CHRM1 PAM | CHO-K1 Ca antag
CC(C)(C)c1ccc(C(CC(=O)O)NC(=O)Cc2ccc(Cl)cc2)cc1 (stereo not given) | 0.3 | -17 | 0 | 0 | -7 | -3 | -3 | 11 | 0
CC(C)(C)OC(=O)N/N=C\C=C\c1ccc2c(c1)OCO2 | 2.6 | -6 | -14 | 9 | -4 | -4 | -12 | -5 | 12

A few values from above.
Under CHO-K1 Ca antag, CCn1c(O)c(N=NC(=O)Cn2ccc(C(F)(F)F)n2)c2ccccc21 shows 0
Under CHRM4 agonist, CCC1(C)Cc2[nH]c(=O)c(C#N)cc2CO1 (stereo not given) shows 1
Under CHRM1 agonist, CCOc1ccc(N(C(=O)c2snc(C(N)=O)c2N)C(C)C(=O)NC2CCCCC2)cc1 (stereo not given) shows 6
Under CHRM1 agonist, CC(C)(C)OC(=O)N/N=C\C=C\c1ccc2c(c1)OCO2 shows -4
Under M1 ag parental, Cn1cc(C(=O)Nc2cccc(F)c2)cn1 shows 0.4

(next part)
SMILES | M1 ag parental | M1 antag | OXTR potentiator | CHRM4 agonist | CHRM1 agonist | CHO parental Ca | M4 antag | CHRM1 PAM | CHO-K1 Ca antag
Cc1ccc(CNC(=O)C2CCN(c3nc(C)cc(C)n3)CC2)cc1 | 1.0 | -10 | -10 | 0 | -2 | 9 | -11 | 6 | -18
O=C(NCCNC(=O)c1cnccn1)c1cccc(Cl)c1 | 0.6 | -15 | -5 | 0 | -3 | -2 | -5 | 18 | -11
NS(=O)(=O)c1ccc(CCNC(=O)c2cnc(Cl)c(Cl)c2)cc1 | 0.5 | 0 | -6 | 2 | -6 | -10 | 6 | 0 | -17
O=C(COc1coc(CN2CCCc3ccccc32)cc1=O)Nc1cccc([N+](=O)[O-])c1 | 1.1 | 0 | -6 | 4 | -5 | -1 | -4 | 2 | 2
CCn1c(Sc2nc(C)nc3scc(-c4cccs4)c23)n[nH]c1=O | 0.1 | 1 | -5 | 1 | 1 | 1 | 1 | 4 | 11
CCCSc1nc(O)c(C2OC(=O)c3c2ccc(OC)c3OC)c(=O)n1-c1ccccc1 (stereo not given) | 1.0 | -14 | -7 | 2 | 0 | -1 | 6 | 15 | -11
CCc1cc(=O)oc2cc(C)c3c(C)coc3c12 | 1.6 | -2 | 0 | -1 | -1 | -11 | 11 | 4 | -3
C=CCn1c(SCC(=O)Nc2ccc(N(C)C)cc2)nnc1-c1cccc(C)c1 | 0.6 | -15 | -6 | 0 | -8 | -9 | -1 | 4 | -10
CSc1ccc(/C=C(\NC(=O)c2ccccc2)C(=O)NN)cc1 | 0.1 | -14 | 3 | 0 | -1 | -12 | 9 | 7 | 4
c1ccc2c(-c3nc(C4CCCCC4)no3)cc(-c3ccncc3)nc2c1 | -0.1 | -4 | -4 | 0 | -3 | -23 | 3 | 4 | -4
CCOC(=O)C1=CCN(S(=O)(=O)c2ccccc2F)C1c1cccc(Br)c1 (stereo not given) | 0.5 | 12 | · | -1 | -11 | · | 3 | -9 | 6
COc1ccc(C(=O)NCCc2c[nH]c3ccccc23)cc1S(=O)(=O)N1CCCCC1C (stereo not given) | 1.5 | -5 | -2 | 6 | -4 | -11 | -5 | 3 | 0
COCCCN1C(=O)C(CC(=O)NCCN2CCOCC2)CC(C(=O)N2CCCCCC2)=C1C (stereo not given) | 1.0 | · | · | 1 | · | · | -4 | · | -21
Cc1ccc2[nH]c(=O)c(CN(Cc3ccc4c(c3)OCO4)Cc3nnnn3Cc3ccco3)cc2c1 | -0.2 | -5 | -17 | 1 | -5 | -27 | -3 | 2 | -11
Cc1cc(C)nc(NS(=O)(=O)c2ccc(NC(=O)c3ccc(O)cc3O)cc2)n1 | 0.4 | -8 | · | 1 | 1 | · | -8 | 11 | 11
CCOC(=O)C(=Cc1ccccc1OC)C(=O)OCC | 0.2 | -8 | -3 | -2 | -10 | -6 | 0 | 17 | 10
CC1=Nc2ccc3ccccc3c2C1(C)C | 4.1 | -2 | -11 | 5 | -3 | 10 | 2 | 7 | 5
CN(C)c1ccc(CNc2ncc(Br)cc2Br)cc1 | -0.2 | -14 | -19 | 0 | -5 | -23 | 5 | 1 | 1
COc1cc2cc(C(=O)NCCc3c[nH]c4ccccc34)c(N)nc2cc1OC | 19* | · | · | 33* | · | · | 7 | · | 22
O=C(COC(=O)c1c[nH]c2ccccc12)NC1CCCC1 | 0.9 | -3 | -5 | 2 | -3 | -8 | -6 | 6 | -11

Shown as a hit in CHRM4 agonist, among the entries above:
structure | M1 antag | CHRM4 agonist | CHRM1 agonist | M4 antag | CHRM1 PAM
COc1cc2cc(C(=O)NCCc3c[nH]c4ccccc34)c(N)nc2cc1OC | · | 33* | · | 7 | ·

(further entries)
SMILES | M1 ag parental | M1 antag | OXTR potentiator | CHRM4 agonist | CHRM1 agonist | CHO parental Ca | M4 antag | CHRM1 PAM | CHO-K1 Ca antag
CC(=O)N1CCN(c2ccc(N)cc2)CC1 | 0.8 | 3 | 2 | 6 | -8 | -11 | 5 | -4 | -7
CCCCN(C)C(=O)c1sc(=O)n(Cc2c(C)cccc2C)c1C | 0.6 | -7 | · | 1 | -12 | · | 5 | -5 | -14
COc1ccc(C(C#N)c2cnccn2)cc1OC (stereo not given) | -0.6 | -7 | -10 | 0 | 3 | -4 | -6 | 21 | -1
COc1ccc(N2CC(C(=O)Nc3nnc(SCc4ccccn4)s3)CC2=O)cc1 (stereo not given) | 4.8 | -7 | -2 | 0 | -5 | -11 | 1 | 6 | 1
CC(/C=N/NC(=O)c1cc(C2CC2)[nH]n1)=C\c1ccccc1 | 2.2 | -19 | -3 | 2 | 1 | -9 | -9 | 2 | -11
CN(C)C(=S)Nc1ccc2c(c1)OCCO2 | -0.3 | -7 | 7 | 1 | -2 | -7 | 9 | 4 | 3
COc1ccc(-c2nnc(SCC(=O)Nc3nncs3)o2)cc1 | -0.1 | 2 | -20 | 1 | -7 | -5 | 5 | 0 | 6
COC(=O)c1cccc(NC(=O)c2cccc(N3C(=O)CCC3=O)c2)c1 | 0.3 | 21 | -3 | 3 | -3 | -3 | 7 | -10 | 0
O=[N+]([O-])c1ccccc1OCc1nc(-c2cccs2)no1 | 1.1 | 0 | -5 | 0 | -6 | -5 | 5 | -1 | -11
CN(C(=O)CSc1nc(O)cc(=O)n1-c1ccccc1F)c1ccccc1 | 0.5 | 10 | -5 | -1 | -1 | -6 | 8 | -4 | 0
OCC1(Cc2ccccc2)CCN(Cc2ccc(C(F)(F)F)cc2)CC1 | 2.4 | 5 | -20 | 4 | -6 | -4 | 5 | -2 | -11
Cc1ccc(-c2csc(NC(=O)Cn3cnc4c3c(=O)n(C)c(=O)n4C)n2)cc1C | 0.0 | -23 | -14 | 0 | -2 | -14 | 4 | 4 | 3
C[C@@H]1CN([C@@H](C)CO)C(=O)CCCn2nncc2CO[C@H]1CN(C)S(=O)(=O)c1cn(C)cn1 | -0.2 | 2 | · | 1 | -5 | · | 5 | -6 | 1
Cc1onc2c(=O)n(-c3ccccc3)nc(-c3ccccc3)c12 | 0.2 | -11 | 6 | -2 | -3 | -23 | -5 | 12 | -13

Part of the list above in order of molecular weight, falling.
SMILES | M1 ag parental | M1 antag | OXTR potentiator | CHRM4 agonist | CHRM1 agonist | CHO parental Ca | M4 antag | CHRM1 PAM | CHO-K1 Ca antag
CCCCN(C)C(=O)c1sc(=O)n(Cc2c(C)cccc2C)c1C | 0.6 | -7 | · | 1 | -12 | · | 5 | -5 | -14
O=[N+]([O-])c1ccccc1OCc1nc(-c2cccs2)no1 | 1.1 | 0 | -5 | 0 | -6 | -5 | 5 | -1 | -11
CC(/C=N/NC(=O)c1cc(C2CC2)[nH]n1)=C\c1ccccc1 | 2.2 | -19 | -3 | 2 | 1 | -9 | -9 | 2 | -11

An unsorted share of the library; any-hit rate near 2.9%.
